p47phox inh: blocks human p47phox regulatory protein of NADPH oxidases; P14598; p47phox/p22phox peptide binding, fluorescence polarization, 2 h; inhibition, % at 24.7 µM; 220,000 tested, 0.53% active; AID 1274;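 active = inhibition above about 30%, limit read from the data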;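 also: 0% = p47phox with labelled peptide and 100% = labelled peptide alone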
EBV gp42 inh: inhibitors of Epstein-Barr virus glycoprotein 42; Q1HVG2; Fluorescence polarization binding assay, mP read-out; inhibition, % (tested at 21.74 µM); 220,000 tested, 0.42% active; in the data active = inhibition above about 50%
Target sequence (Q1HVG2 whole entry, looked up): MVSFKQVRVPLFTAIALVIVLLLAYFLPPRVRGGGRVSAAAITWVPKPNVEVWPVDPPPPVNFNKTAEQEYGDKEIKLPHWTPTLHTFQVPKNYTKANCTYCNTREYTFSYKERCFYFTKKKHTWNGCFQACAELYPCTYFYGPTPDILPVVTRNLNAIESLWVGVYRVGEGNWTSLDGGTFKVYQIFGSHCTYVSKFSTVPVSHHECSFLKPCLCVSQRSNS
Runt-SMMHC FRET: blocks binding of human RUNX1 Runt domain to CBFb-SMMHC | AID 1434 | Q01196+Q13951 | Cerulean-Runt/Venus-CBFb-SMMHC FRET ratio 530/480, 1 h | inhibition, % at 20 µM | 220,000 tested, 0.74% active;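 active = mean inhibition across duplicate retests at 20 µM reaching about 50%, limit read from the data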;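 also: 0% = DMSO wells and 100% = wells with excess untagged CBFb-SMMHC; inhibitors lower the FRET ratio by blocking Runt binding to CBFb-SMMHC; some results filed as inactive read as strong as hits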
Target sequence (Q01196 whole entry, looked up, the tested form may be a part): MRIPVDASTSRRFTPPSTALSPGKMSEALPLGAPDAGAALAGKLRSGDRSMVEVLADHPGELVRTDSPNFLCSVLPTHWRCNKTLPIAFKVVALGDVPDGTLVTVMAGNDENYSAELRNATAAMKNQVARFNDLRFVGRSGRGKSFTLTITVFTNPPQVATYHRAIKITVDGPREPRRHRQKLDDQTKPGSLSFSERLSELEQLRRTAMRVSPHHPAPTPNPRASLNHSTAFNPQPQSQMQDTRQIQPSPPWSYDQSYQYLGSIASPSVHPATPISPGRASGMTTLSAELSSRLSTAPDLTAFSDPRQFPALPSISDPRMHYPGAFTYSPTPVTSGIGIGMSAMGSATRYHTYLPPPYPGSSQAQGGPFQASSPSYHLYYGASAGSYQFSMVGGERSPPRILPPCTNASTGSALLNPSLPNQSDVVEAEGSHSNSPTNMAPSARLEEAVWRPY
Target sequence (Q13951 whole entry, looked up, the tested form may be a part): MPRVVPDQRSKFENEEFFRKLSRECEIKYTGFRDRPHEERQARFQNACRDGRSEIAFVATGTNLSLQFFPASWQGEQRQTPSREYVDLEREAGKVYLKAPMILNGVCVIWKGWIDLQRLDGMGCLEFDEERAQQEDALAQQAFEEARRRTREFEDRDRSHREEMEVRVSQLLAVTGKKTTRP
MDM2 E3 inh: Mdm2 E3 ligase (human) inhibition; AID 1230; cell-based MDM2 ubiquitination luciferase reporter, 2 h; 0 = plate control, 100 = twice control, blank-subtracted; signal enhancement, % at 5 µM; 210,000 tested, 0.11% active; Q00987;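 active = signal enhancement of 30% or more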;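 also: luminescence tracks abundance of the self-degrading MDM2-luciferase fusion protein; higher signal means inhibition of MDM2 E3 ligase activity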
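Test system: mammalian cells stably expressing self-ubiquitinating, self-degrading MDM2 E3–luciferase fusion; Amount: 2000 cells in each well; Medium: DMEM; Schedule: 4 h settle plus 2 h compound, 37 °C; Technique: SteadyLite luciferase luminescence after 15 min room-temperature reagent incubation; Benchmarks: plate control and blank wells.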
PPC-1+TRAIL kill: compounds killing PPC-1 cancer cells with TRAIL present (potentiator screen, no TRAIL-free arm); AID 1443; PPC-1 cells + TRAIL, ATPLite viability luminescence; cell killing (% activity), % at 4 µM; 220,000 tested, 0.41% active;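 active = cell killing above 50% in the first pass at 4 µM, then a duplicate retest at 5 µM averaging 50% or more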;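 also: plate controls were cells with TRAIL plus DMSO for no effect and medium-only wells lacking cells for full effect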
TRPML3 ag: human mucolipin-3 channel agonism. HEK293 TRPML3-YFP, Fluo-8 calcium fluorescence; 100% = the carbachol control signal. Q8TDD5. activation, % at 3 µM. AID 1448. 220,000 tested, 0.29% active;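 active = activation above its plate's cutoff, the mean activation of the plate's test wells plus 3 SD, cut at about 12% in these data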;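 also: 0% = DMSO only wells and 100% = carbachol wells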
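Test system: HEK293 cells stably carrying human TRPML3-YFP; Doses: single dose, 3 µM final nominal compound, 0.3% DMSO final; Schedule: dye loading 1 h 37 °C then 30 min ambient, 125 s read; Technique: Fluo-8 calcium fluorescence; Benchmarks: high control carbachol 87 µM, low control DMSO.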
TNF death inh: blocks TNF-alpha induced death of Jurkat FADD-/- cells. 220,000 tested, 0.068% active. Jurkat FADD-/- TNF necroptosis rescue, ATP luminescence, 24 h; 0 = TNF only, 100 = no-TNF cells. activation (protection from cell death), % at 10 µM;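 active = activation, meaning protection from cell death, of at least 50% relative to plate controls; inactive = activation below 50%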;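 also: necroptosis triggered by 40 ng/mL TNF-alpha added together with compound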
CHOP inhibitor: blocks CHOP induction under ER stress; CHO-K1 CHOP-promoter luciferase, tunicamycin-induced, 15-18 h; inhibition, % at 10 µM; 220,000 tested, 3.8% active;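 active = compounds that reduced the stress-induced luciferase reporter signal by more than about 70% of percent inhibition, limit read from the data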;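 also: 0% = tunicamycin plus vehicle and 100% = wells without tunicamycin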
TRPN1 ag: agonists of zebrafish TRPN1 channel; 220,000 tested, 0.18% active; activation, % at 3 µM; HEK293 zebrafish TRPN1-YFP, Fluo-8 calcium fluorescence; 100% = response to 87 µM carbachol; AID 1424;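 active = activation above its plate's cutoff, the mean activation of test wells on that plate plus 3 SD, cut at about 19% in these data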;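 also: 0% = DMSO alone and 100% = 87 µM carbachol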
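Control set: carbachol 87 µM as high control, DMSO as low control; system: HEK293 stable line with zebrafish TRPN1-YFP; read-out: % activation versus carbachol response; detection: intracellular calcium fluorescence with Fluo-8; doses: single test compound dose, 3 µM nominal, 0.3% DMSO; schedule: dye 1 h 37 °C plus 30 min RT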
* marks the source's active call; other numbers are inactive results; . = not tested or not shown; & = joins results of further samples.

Sample of the layout, 14 compounds:
SMILES	p47phox inh	EBV gp42 inh	Runt-SMMHC FRET	MDM2 E3 inh	PPC-1+TRAIL kill	TRPML3 ag	TNF death inh	CHOP inhibitor	TRPN1 ag
Cc1ccc(OCC(=O)O)c(-n2nc3ccccc3n2)c1	-2	-3	0	-7	-2	0.2	-3.3	14	0.1
Clc1ccc(N/N=C/c2cccs2)nn1	2	-15	3	-11	6	0.1	-1.2	10	0.9
COc1ccc2nc(C)cc(SCC(=O)NNC(=O)COc3ccc(C)cc3)c2c1	-8	-4	-8	-10	16	-0.4	-0.7	5	0.2
CC1CCC(C(C)C)C(OC(=O)COC(=O)c2cccn2C)C1 (centres undefined)	-10	-20	-2	-13	20	-0.3	0.5	5	4.1
COc1ccccc1-n1c(SCC(=O)NC(C)(C)C)nnc1-c1ccco1	-13	12	5	-15	8	-0.2	-0.9	9	-0.3
O=S(=O)(Nc1ccc2c(c1)oc1ccccc12)N1CCCC1	-11	-7	-2	-15	16	-0.7	-1.9	67	-0.1
O=C(Nc1ccc2oc(-c3ccc4ccccc4c3)nc2c1)c1cccs1	0	-20	-4	-20	-20	0.5	2.5	-26	-0.3
C/C(=N\NC=O)c1ccncc1	.	-2	-7	2	19	1.0	0.7	10	1.3
CC1(C)CC(=O)C(N=Nc2cc(C(F)(F)F)ccc2Cl)=C(O)C1	-3	-17	0	-9	11	-1.3	23	14	-1.7
COc1ccc(/C(O)=C2/C(=O)C(=O)N(CC3CCCO3)C2c2cccc(O)c2)cc1 (centres undefined)	3	-18	-4	-7	-1	0.8	-2.4	-12	0.8
Cc1cccc(C)c1NC(=O)C(NC=O)c1ccccc1Cl (centres undefined)	3	-7	3	-5	7	-0.7	-0.8	18	-0.5
CC(O)c1nc2ccc(C(=O)O)cc2[nH]1 (centres undefined)	-2	-19	-6	.	2	-0.6	0.4	-4	-1.8
O=C1c2ccccc2C(=O)N1CN(C(=O)c1ccccc1)c1ccc(O)cc1	8	6	1	-14	12	-1.1	-0.4	29	-0.4
COc1ccc(OC)c(/C=N/NC(=O)c2csc3ccccc23)c1	-15	10	9	-2	2	-0.4	-5.9	12	-1.0

The list itself (from the top)
SMILES	p47phox inh	EBV gp42 inh	Runt-SMMHC FRET	MDM2 E3 inh	PPC-1+TRAIL kill	TRPML3 ag	TNF death inh	CHOP inhibitor	TRPN1 ag
Cc1ccc(OCC(=O)O)c(-n2nc3ccccc3n2)c1	-2	-3	0	-7	-2	0.2	-3.3	14	0.1
Clc1ccc(N/N=C/c2cccs2)nn1	2	-15	3	-11	6	0.1	-1.2	10	0.9
COc1ccc2nc(C)cc(SCC(=O)NNC(=O)COc3ccc(C)cc3)c2c1	-8	-4	-8	-10	16	-0.4	-0.7	5	0.2
CC1CCC(C(C)C)C(OC(=O)COC(=O)c2cccn2C)C1 (centres undefined)	-10	-20	-2	-13	20	-0.3	0.5	5	4.1
COc1ccccc1-n1c(SCC(=O)NC(C)(C)C)nnc1-c1ccco1	-13	12	5	-15	8	-0.2	-0.9	9	-0.3
O=S(=O)(Nc1ccc2c(c1)oc1ccccc12)N1CCCC1	-11	-7	-2	-15	16	-0.7	-1.9	67	-0.1
O=C(Nc1ccc2oc(-c3ccc4ccccc4c3)nc2c1)c1cccs1	0	-20	-4	-20	-20	0.5	2.5	-26	-0.3
C/C(=N\NC=O)c1ccncc1	.	-2	-7	2	19	1.0	0.7	10	1.3
CC1(C)CC(=O)C(N=Nc2cc(C(F)(F)F)ccc2Cl)=C(O)C1	-3	-17	0	-9	11	-1.3	23	14	-1.7
COc1ccc(/C(O)=C2/C(=O)C(=O)N(CC3CCCO3)C2c2cccc(O)c2)cc1 (centres undefined)	3	-18	-4	-7	-1	0.8	-2.4	-12	0.8
Cc1cccc(C)c1NC(=O)C(NC=O)c1ccccc1Cl (centres undefined)	3	-7	3	-5	7	-0.7	-0.8	18	-0.5
CC(O)c1nc2ccc(C(=O)O)cc2[nH]1 (centres undefined)	-2	-19	-6	.	2	-0.6	0.4	-4	-1.8
O=C1c2ccccc2C(=O)N1CN(C(=O)c1ccccc1)c1ccc(O)cc1	8	6	1	-14	12	-1.1	-0.4	29	-0.4
COc1ccc(OC)c(/C=N/NC(=O)c2csc3ccccc23)c1	-15	10	9	-2	2	-0.4	-5.9	12	-1.0
COc1cccc(C(=O)N2CCCC(CCC(=O)NCc3ccc(F)c(F)c3)C2)c1 (centres undefined)	-11	3	-2	-5	19	0.5	-0.1	-1	0.2
Cn1nc(C(C)(C)C)c([N+](=O)[O-])c1C(=O)Nc1ccc(Br)cc1	-9	-12	2	-13	-11	2.0	0.6	32	7.7
O=C1c2cccnc2C(Nc2ccc(S(=O)(=O)N3CCCCCC3)cc2)N1Cc1ccccc1 (centres undefined)	-16	-4	-2	3	22	0.8	1.2	21	0.4
CC(=O)Nc1nc(C)c(-c2csc(Nc3ccccn3)n2)s1	-18&3	-2&-7	0&0	-7&-11	13&27	-0.5&0.1	-17&-5.2	50&61	-0.8&-0.8
CCN1CCN(CCNC(=O)CCCCCn2c(=O)[nH]c3cc(C(=O)OC)ccc3c2=O)CC1	-10	-6	1	1	4	1.1	-1.7	5	-0.3
CCOCC(=O)Nc1cc(S(=O)(=O)N2CCOCC2)ccc1N1CCCCC1	.	-9	44	.	10	-0.9	-0.7	12	-1.2
CCc1cc(C(=O)OC)c(N2C(=O)C3C4C=CC(C4)C3C2=O)s1 (centres undefined)	-3	-9	0	-8	18	0.4	-2.2	21	0.0
CCOC(=O)c1c(C)n(C)c2ccc(O)c(CN3CCCCC3)c12	-4	-9	2	3	0	-0.5	1.7	14	-0.7
C=CCN(CC=C)C(=S)NC(=O)/C=C/c1ccc(OC)cc1	-5	5	0	-1	15	0.2	0.7	-13	-0.9
COc1cccc(-c2cc(C(=O)N3CCc4ccccc4C3)no2)c1	-1	4	3	-12	11	0.2	0.0	41	-0.8
CCOc1ccc(N=C2C(=O)N(CN3CCOCC3)c3ccccc32)cc1	-4	8	0	-3	-8	0.7	-1.0	0	-0.5

Complete entries as entered above. Values in the order: p47phox inh	EBV gp42 inh	Runt-SMMHC FRET	MDM2 E3 inh	PPC-1+TRAIL kill	TRPML3 ag	TNF death inh	CHOP inhibitor	TRPN1 ag
`CCN1CCN(CCNC(=O)CCCCCn2c(=O)[nH]c3cc(C(=O)OC)ccc3c2=O)CC1` across the screens: -10	-6	1	1	4	1.1	-1.7	5	-0.3
`C/C(=N\NC=O)c1ccncc1` across the screens: .	-2	-7	2	19	1.0	0.7	10	1.3

Continuation:
SMILES	p47phox inh	EBV gp42 inh	Runt-SMMHC FRET	MDM2 E3 inh	PPC-1+TRAIL kill	TRPML3 ag	TNF death inh	CHOP inhibitor	TRPN1 ag
CCCCNC1=CC(=O)C(=O)c2ccccc21	6	-15	.	-17	.	0.4	-6.9	25	-0.3
O=C(c1ccc(F)cc1)N1CCN(c2cc(=O)[nH]nc2-c2ccccc2)CC1	-5	-20	5	5	11	0.6	-1.7	-2	2.5
CC1(C)C2(C#N)C(N)=NC3(OCCO3)C12C#N (centres undefined)	-4	-14	-1	-18	14	-0.1	0.3	-17	-0.7
O=C1NC(=Nc2ccccc2)SC1Cc1cccc(Cl)c1Cl (centres undefined)	-6	-11	1	-6	-2	0.4	79*	66	-1.1
O=C(CCc1ccccc1)NC1CCSC1=O (centres undefined)	-11	-16	-4	-2	5	0.7	1.6	5	-1.0
c1ccc(OCCCc2nc(-c3ccncc3)no2)cc1	-11	-12	0	6	40	1.3	0.5	90*	-0.5
COc1ccc(/C=C/C(=O)NC(C)CCc2ccccc2)cc1OC (centres undefined)	-7	-12	-6	8	15	-0.7	2.4	-17	-2.0
CCOC(=O)C1=C(C)Nc2ccccc2N=C1NC(=O)C(c1ccccc1)c1ccccc1	-32	-3	1	-15	7	0.2	-0.9	-12	-1.8
NC(=O)c1c(NC(=O)Cn2cnc([N+](=O)[O-])n2)sc2c1CCCC2	-12	3	0	.	16	0.4	1.7	11	0.3
CCNC(=S)Nc1ccc2cn[nH]c2c1	-6	-5	1	5	10	0.9	0.9	18	1.0
O=C(CNC(=O)c1ccccc1)OCc1cccc(Br)c1	-1	4	-3	-18	5	-0.7	-0.6	9	-3.1
O=C(Nc1nc(-c2ccccn2)cs1)c1cc2ccccc2o1	-24	-8	-2	-14	8	0.1	-3.6	-20	3.7
COc1cccc(OCC(=O)Nc2cc(Cl)ccc2Oc2ccccc2)c1	-11	-22	-4	5	-2	0.6	-0.2	34	-0.7
O=C1C(=O)N(CCN2CCCCC2)c2ccccc21	10	-7	-5	-21	8	0.6	-2.5	7	1.9
FC(F)(F)c1cnc(-c2cnc(-c3ccccn3)nc2)c(Cl)c1	1	-2	2	-12	47	1.1	-0.9	-12	0.7
CCn1c(SCC(O)c2ccccc2)nnc1-c1ccccc1 (centres undefined)	-4	2	3	7	30	0.5	1.7	9	1.0
CCCCOc1ccc(C(=O)NCc2ccncc2)cc1	3	-5	-2	-5	13	1.0	-2.5	8	0.4
Cc1ccc(S(=O)(=O)CC(C)N2CCOCC2)c(S(=O)(=O)CC(C)N2CCOCC2)c1 (centres undefined)	-12	-12	-3	5	0	1.2	-3.0	33	1.4
COc1ccc(S(=O)(=O)Nc2c(C)nc3nc[nH]n3c2=O)cc1	-9	-11	1	-11	-13	1.2	0.5	-10	1.2

Bioassay records deposited in PubChem by several laboratories.

An unsorted share of the library. Share with any hit: about 5.9%.
